HKDC1 inhibitor: HKDC1 hexokinase inhibitors, primary screen, biochemical, fluorescence, uHTS. Q2TB90. recombinant HKDC1, G6PDH/diaphorase resazurin coupled fluorescence. inhibition, % at 20 µM. 340,000 tested, 0.16% active;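 active = inhibition above about 35% when tested at 20 µM, limit read from the data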;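 also: plate controls were DMSO wells with enzyme for no effect and DMSO wells lacking enzyme for full effect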
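Assay system: in-house recombinant HK5 (HKDC1) enzyme. Input: HKDC1 at 5 µg/mL. Medium: Tris pH 8.0 buffer with MgCl2, Tween-20, BSA, BME. Dosing: single 20 µM dose. Schedule: 90 min reaction incubation at room temperature, dark. Signal: resazurin-to-resorufin fluorescence via G6PDH and diaphorase coupling, 525/613 nm. Controls: DMSO-enzyme wells negative, buffer-substituted wells positive.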
SENP7 block: SENP7 protease inhibitors, primary screen, biochemical, luminescence, uHTS; Sentrin-specific protease 7 (Homo sapiens), Q9BQF6; recombinant SENP7, Z-RLRGG-aminoluciferin luminescence, 40 min; inhibition, % at 5 µM; 330,000 tested, 1.5% active; AID 434973, 2010;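 active = inhibition above about 50% at the single test dose, limit read from the data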;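 also: plate controls were DMSO with enzyme for no effect and no enzyme buffer wells for full effect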
NR3A LBD binder: binders of NR3A ligand-binding domain, primary screen, biophysical, differential scanning fluorimetry, uHTS. Glutamate receptor ionotropic, NMDA 3A (GRIN3A) ligand-binding domain. NR3A LBD differential scanning fluorimetry, Tm shift; 0% = protein alone, 100% = glycine-bound protein. Tm shift relative to glycine control, % at 25 µM. 340,000 tested, 2.5% active;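 active = melting temperature shift of at least 10% of the positive control shift, at one fixed dose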
SENP8 inh: human SENP8 protease inhibitors, primary screen, biochemical, fluorescence, Nedd8 protein substrate, uHTS | recombinant SENP8 | Sentrin-specific protease 8 (Homo sapiens), Q96LD8 | AID 602440, 2012 | 360,000 tested, 0.64% active | inhibition, % at 20 µM; in the data active = inhibition mostly above about 40%, no sharp cut-off; inactive = mostly below about 27%
Target sequence (Q96LD8 whole entry, looked up): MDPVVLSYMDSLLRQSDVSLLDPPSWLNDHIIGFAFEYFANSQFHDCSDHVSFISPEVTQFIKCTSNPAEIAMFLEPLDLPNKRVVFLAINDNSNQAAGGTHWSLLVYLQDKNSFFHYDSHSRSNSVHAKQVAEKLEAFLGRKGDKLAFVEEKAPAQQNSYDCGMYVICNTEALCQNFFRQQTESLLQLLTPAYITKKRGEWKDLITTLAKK
SENP6 block: SENP6 protease inhibitors, primary screen, biochemical, luminescence, uHTS | Recombinant SENP6 catalytic domain, aminoluciferin luminescence | inhibition, % at 10 µM | 330,000 tested, 1.8% active;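 active = inhibition above about 50% at the single tested dose, limit read from the data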;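 also: plate controls were DMSO wells with enzyme for no effect and DMSO wells lacking enzyme for full effect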
Target sequence (Q9GZR1 628-1112 limits assumed): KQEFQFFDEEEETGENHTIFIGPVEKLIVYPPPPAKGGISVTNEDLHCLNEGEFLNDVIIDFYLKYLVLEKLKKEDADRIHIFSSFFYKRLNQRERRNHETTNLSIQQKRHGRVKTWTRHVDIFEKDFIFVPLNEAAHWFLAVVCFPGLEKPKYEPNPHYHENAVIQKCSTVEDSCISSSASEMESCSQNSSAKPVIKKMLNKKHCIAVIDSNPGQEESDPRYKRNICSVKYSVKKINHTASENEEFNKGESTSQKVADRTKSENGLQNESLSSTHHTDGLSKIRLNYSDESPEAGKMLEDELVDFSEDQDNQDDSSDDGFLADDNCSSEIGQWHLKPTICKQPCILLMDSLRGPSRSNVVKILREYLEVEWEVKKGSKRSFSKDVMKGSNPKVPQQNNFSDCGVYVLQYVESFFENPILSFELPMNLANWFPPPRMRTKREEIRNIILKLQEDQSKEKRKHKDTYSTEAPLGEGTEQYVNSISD
MPTP block: mitochondrial permeability transition pore inhibitors, primary screen, biochemical, isolated mouse mitochondria, absorbance; inhibition, % at 10 µM; Ca2+ swelling absorbance, 30 min; 360,000 tested, 1.4% active; AID 602449, 2012;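 active = inhibition of 50% or more, scaled per plate between neutral and stimulator controls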;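 also: 0% = DMSO wells given calcium and 100% = 1 mM EGTA wells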
PfGluPho inh: PfG6PD enzyme inhibitors, primary screen, biochemical, fluorescence intensity, uHTS; PfGluPho enzyme, NADPH resazurin-diaphorase fluorescence; AID 504690, 2011; inhibition, % at 20 µM; 350,000 tested, 0.78% active;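 active = inhibition reaching at least a set limit at 20 µM in the primary screen, cut at about 59% in these data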;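 also: 0% = DMSO wells with substrate and 100% = DMSO wells lacking glucose-6-phosphate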
ATG4B inhibitor: ATG4B protease inhibitors, primary screen, biochemical, fluorescence, uHTS; inhibition, % at 8.33 µM; 340,000 tested, 0.51% active; ATG4B cleavage of LC3-PLA2, NBD-HPC fluorescence, 1 h; AID 504462, 2011; in the data active = inhibition above about 40%
An asterisk follows results filed as active; nt = not tested or not shown.

Order of results – HKDC1 inhibitor	SENP7 block	NR3A LBD binder	SENP8 inh	SENP6 block	MPTP block	PfGluPho inh	ATG4B inhibitor
CC(C)N(Cc1nc(-c2ccccc2)no1)C(=O)C(C)(C)C
→ -4	-4	0	15	4	-2.8	-1	5
COc1ccc(Cn2c(-c3ccc(OC)c(O)c3)nc3ccccc32)cc1O
→ -2	-10	0	-77	1	-0.7	-9	-6
CC(C)(C)c1ccc(C(=O)OCC(=O)Nc2sc3c(c2C#N)CCC3)cc1
→ -6	2	3	-5	-16	-19	-12	-4
CC(C)n1cc(CN2CCC(C(=O)Nc3ccc(Oc4ccccc4F)cc3)CC2)cn1
→ 3	-1	1	7	-8	83*	-13	36
CCCC(=O)N(CCN1CCOCC1)c1nc2c(OCC)cccc2s1
→ -4	-4	0	3	-3	-2.2	-3	-16
O=C(Cn1nc(CNc2ccc(Cl)cc2)[n+]2c1CCCCC2)c1ccc(Br)cc1
→ -10	-4	-5	19	-31	-2.2	-5	6
COc1ccc(-c2nc(-c3ccccc3)ncc2S(C)(=O)=O)cc1
→ -12	4	-2	0	8	-0.4	4	-11
COc1ccc(Br)cc1S(=O)(=O)NCCCN1CCOCC1
→ -5	-3	-2	7	-18	-1.5	-4	0
COC1(C)CC2C(CC1OC(=O)c1cc([N+](=O)[O-])cc([N+](=O)[O-])c1)C2(C)C (configuration not stated)
→ -7	1	2	0	12	1.2	13	-5
CC(Cc1ccccn1)NC(=O)CCc1nnc(C2CCCCC2)o1 (configuration not stated)
→ -11	4	8	5	-1	-0.9	-4	-6
CCC(C)NC(=O)c1n[nH]c(=O)c2ccccc12 (configuration not stated)
→ -1	6	0	25	7	-1.2	3	-3
Cn1cc(/C=N/NC(=O)COc2ccccc2[N+](=O)[O-])c2ccccc21
→ -3	2	-6	17	-6	3.5	9	-31
Cc1c(CC(=O)N[C@@H](C)C(=O)O)c(=O)oc2c(C)c3occ(-c4ccccc4)c3cc12
→ -2	-5	-1	-197	20	0.4	-13	10
CCOC(=O)c1sc2ncc([N+](=O)[O-])cc2c1N
→ -1	-1	3	26	-5	2.0	-15	13
CC(C)CNC(=O)CSc1nnc2ccccn12
→ -8	-10	0	-5	-11	-2.4	22	-7
COc1ccc(COC(=O)C2=C(C)NC(=O)NC2c2ccc(OC)c(OC)c2)cc1 (configuration not stated)
→ -3	2	3	12	-15	-0.2	-2	-1
CCOc1cc(/C=C2/C(=N)N3C(=NC2=O)SN=C3S(=O)(=O)CC)ccc1OC(=O)c1ccco1
→ 11	1	1	-5	3	-0.4	-14	4
COc1ccc(S(=O)(=O)N2CCc3ccccc32)cc1C(=O)NCCc1ccc(S(N)(=O)=O)cc1
→ 0	5	-5	8	4	0.2	4	-20
CCNc1nc2c(cnn2C)c(=O)[nH]1
→ -2	nt	1	11	nt	0.1	-2	-6
O=C(Nc1ccccc1F)c1cnccn1
→ -4	-11	-1	3	-6	-0.3	7	-8
Cn1cccc1C(=O)OCC(=O)c1cc2ccccc2o1
→ -3	1	-1	-5	15	1.2	-6	12
CCn1ncc(/C=N/O)c1C
→ -8	0	0	10	-14	0.8	-5	5
COc1ccc(NC(=O)CN(C)C(=O)c2cccc3ccccc23)cc1
→ -3	-2	0	12	7	-1.2	3	1
CCCNC(=O)NC(=O)CSc1nc2ccccc2c(=O)n1Cc1ccncc1
→ -1	3	7	9	12	-1.2	-9	0
CCn1c(SCC(=O)Nc2cccc(NC(=O)c3cccs3)c2)nnc1-c1ccncc1
→ -5	-11	0	17	-7	-1.3	29	-6
CCOC(=O)c1c(NC(=O)CN2C(=O)NC3(CCC(CC)CC3)C2=O)sc(C)c1-c1ccc(C)cc1 (configuration not stated)
→ -10	2	0	8	9	-0.6	-14	2
O=C(c1ccco1)N1CCN(c2ncnc3scc(-c4ccccc4)c23)CC1
→ -4	7	-1	38	-11	-0.8	-10	-6
Cc1nc(CNC(=O)c2cc(COc3c(F)cccc3F)on2)cs1
→ -1	7	0	21	9	1.6	-7	-6
CC(=O)NN1C(=O)c2ccccc2NC1c1ccccn1 (configuration not stated)
→ -8	-6	2	-292	5	1.0	-4	5
O=C(CC1CC2CCC1C2)OCC(=O)c1c[nH]c2ccccc12 (configuration not stated)
→ -2	6	-1	20	-13	2.0	17	-8

Full records as entered above. Screens in order: HKDC1 inhibitor | SENP7 block | NR3A LBD binder | SENP8 inh | SENP6 block | MPTP block | PfGluPho inh | ATG4B inhibitor
O=C(Nc1ccccc1F)c1cnccn1 in the list: -4 | -11 | -1 | 3 | -6 | -0.3 | 7 | -8
Cc1c(CC(=O)N[C@@H](C)C(=O)O)c(=O)oc2c(C)c3occ(-c4ccccc4)c3cc12 in the list: -2 | -5 | -1 | -197 | 20 | 0.4 | -13 | 10

Of the compounds above, these contain a tert-butyl group:
Order of results – HKDC1 inhibitor	SENP7 block	NR3A LBD binder	SENP8 inh	SENP6 block	MPTP block	PfGluPho inh	ATG4B inhibitor
CC(C)N(Cc1nc(-c2ccccc2)no1)C(=O)C(C)(C)C
→ -4	-4	0	15	4	-2.8	-1	5
CC(C)(C)c1ccc(C(=O)OCC(=O)Nc2sc3c(c2C#N)CCC3)cc1
→ -6	2	3	-5	-16	-19	-12	-4

New compounds follow:
Order of results – HKDC1 inhibitor	SENP7 block	NR3A LBD binder	SENP8 inh	SENP6 block	MPTP block	PfGluPho inh	ATG4B inhibitor
CC(C)(C)c1ccc(S(=O)(=O)NCC(=O)Nc2sc3c(c2C(N)=O)CCCC3)cc1
→ 1	11	-4	-31	-9	-2.6	4	-11
CC(/C=C1\SC(=S)N(NC(=O)c2ccc(C)cc2)C1=O)=C\c1ccccc1
→ 2	-1	3	40*	-4	0.1	-2	1
O=C(N/N=C/c1ccc(-c2ccc(S(=O)(=O)Nc3ncccn3)cc2)o1)c1cc2ccccc2cc1O
→ 33	1	3	-401	-4	2.6	-53	75*
COc1ccc(OCCCC(=O)Nc2cc(S(=O)(=O)N3CCCCC3)ccc2OC)cc1
→ 0	2	0	-2	0	0.0	-5	-2
COCCC(=O)N1CCC(Oc2ccc(C(=O)N(C)Cc3cc(C)no3)cc2)CC1
→ -6	3	4	-3	3	0.0	7	-2
CCOCCCNC(=O)C(c1ccc(Cl)cc1)N(Cc1ccc2c(c1)OCO2)C(=O)CNC(C)=O (configuration not stated)
→ -4	-9	-2	8	-11	-1.4	-2	-11
Cc1[nH]c(=O)[nH]c(=O)c1S(=O)(=O)N1CCCC(C(=O)NCc2ccc3c(c2)OCO3)C1 (configuration not stated)
→ -16	-2	-3	1	-6	-1.2	1	-2
COc1ccc(OCC(=O)Nc2ccc(S(=O)(=O)N3CCOCC3)cc2)cc1
→ -1	-6	-1	10	-17	-2.1	-9	-17
CC(C)(C)n1nnnc1C(c1ccccc1)N1CCc2ccccc2C1 (configuration not stated)
→ -2	0	0	29	19	2.7	-9	7
N#C/C(=C\c1ccccc1)C(=O)Nc1cc(S(=O)(=O)N2CCOCC2)ccc1N1CCCC1
→ 8	0	-19	-4	-8	-0.1	14	7
O=c1c(-c2ccc([N+](=O)[O-])cc2)coc2c(O)c(O)ccc12
→ 7	-3	-4	30	12	4.6	-8	13
CCN(CC(=O)Nc1c(F)cccc1F)C(=O)/C=C/c1ccc(C)cc1
→ 5	-4	-1	5	24	-1.8	16	-7
CC(C)c1ccc(C2CC(c3ccc(Br)cc3)=NN2C(N)=S)cc1 (configuration not stated)
→ 7	7	-2	-6	-9	35	3	-5
CSCCC(C(=O)N(C)CC(=O)Nc1cccc(F)c1)N1C(=O)c2ccccc2C1=O (configuration not stated)
→ -2	1	1	6	15	-0.1	-8	-3
CCOC(=O)N1CCC(NC(=O)c2cn(-c3ccc(OC)cc3)c(=O)c3ccccc23)CC1
→ 1	nt	-4	1	nt	0.3	-6	-14
COc1cc(C(=O)NNC(=O)COc2ccc(C)cc2)ccc1OCC(=O)N1CCOCC1
→ 0	-3	0	13	-23	-1.2	3	3
CC(=O)Nc1ccc(C(=O)N/N=C/c2ccncc2)cc1
→ -4	-4	-10	8	-10	-1.8	-14	-4
C/C(=N/OC(=O)c1c(F)cccc1F)c1nccs1
→ -1	80*	0	17	83*	0.2	-5	-2
CC(C)(CC(=O)O)CC(=O)NCc1c(Cl)cccc1Oc1ccccc1
→ -2	2	0	9	-8	1.8	-17	1
Cc1c(C(=O)NCc2ccco2)oc2ccccc12
→ -3	2	-1	4	-6	0.9	-11	-1
CC(C)CNC(=O)c1ccccc1NC(=O)CCSc1ccccc1
→ 0	0	0	-44	-20	4.5	16	5
CCN(CC)C(=O)CSC(=Nc1ccccc1F)NC#N
→ -5	10	-2	9	-14	-2.8	-7	-1
Cc1nn(-c2ccccc2)c(Cl)c1/C=N/NC(=O)c1cccc(S(=O)(=O)N2CCCC2)c1
→ 0	-1	5	9	-23	11	4	24
CC(=S)c1c(C)cc2cc(C)ccn12
→ 0	-13	2	-4	17	2.2	18	-7
COCCN(CC(=O)NCc1ccccc1)C(=O)CCC(=O)Nc1ccccn1
→ -6	18	-4	12	-9	-0.7	-2	-2
COc1ccccc1C(=O)N1CCN(S(=O)(=O)Cc2ccccc2)CC1
→ -5	2	-1	15	1	0.6	4	-19
O=C(CC1CCS(=O)(=O)C1)Nc1ccc[nH]c1=O (configuration not stated)
→ 8	-8	-1	31	-7	-0.4	17	6
COCCCN(C(=O)C1CCCCC1)c1c(N)n(Cc2ccccc2)c(=O)[nH]c1=O
→ -6	-7	-2	11	-6	0.4	-5	-7
CCN(CC)c1ccc(N2C(=O)C3CCCCC3C2=O)cc1[N+](=O)[O-] (configuration not stated)
→ -9	-3	0	22	-9	2.0	19	-1
CN(C)S(=O)(=O)c1cccc(C(=O)Nc2ccccc2N2CCCCC2)c1
→ 8	-7	-3	0	-5	2.5	23	-5
NC(=O)CC(NC(=O)c1ccc(Br)cc1)c1ccc(N2CCN(c3ccccn3)CC2)c([N+](=O)[O-])c1 (configuration not stated)
→ -1	-4	-1	31	-6	-1.2	-1	-6
Cc1nn(C)c(N)c1C(O)(c1nccn1C)C(F)(F)F (configuration not stated)
→ -4	8	1	19	-2	1.1	-4	-8

From PubChem
